MITF inh – blocks human microphthalmia-associated transcription factor. AlphaScreen MITF homodimerization, bead proximity signal. inhibition, % at 2.6 µM. 650,000 compounds, 0.91% hits. AID 1259374; in the data active = inhibition above about 50%;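 note: 0% = vehicle wells with protein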
Target sequence (O75030 whole entry, looked up): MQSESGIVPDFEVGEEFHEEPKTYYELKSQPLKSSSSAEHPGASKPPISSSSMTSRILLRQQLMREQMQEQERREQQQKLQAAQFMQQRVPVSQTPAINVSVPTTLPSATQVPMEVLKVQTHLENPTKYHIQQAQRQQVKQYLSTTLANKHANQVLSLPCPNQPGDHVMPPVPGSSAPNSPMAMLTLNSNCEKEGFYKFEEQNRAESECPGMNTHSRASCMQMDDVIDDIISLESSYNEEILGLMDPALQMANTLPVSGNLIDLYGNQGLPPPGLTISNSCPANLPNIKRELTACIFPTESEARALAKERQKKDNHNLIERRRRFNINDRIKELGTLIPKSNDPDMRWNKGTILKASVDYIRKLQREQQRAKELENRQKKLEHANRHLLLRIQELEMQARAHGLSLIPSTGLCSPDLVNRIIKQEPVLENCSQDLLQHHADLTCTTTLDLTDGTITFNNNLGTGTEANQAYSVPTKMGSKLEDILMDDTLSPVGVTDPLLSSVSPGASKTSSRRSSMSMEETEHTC
GPR151 ag – human GPR151 activation; 650,000 compounds, 1% hits; activation, % at 11.2 µM; AID 1508602; PathHunter beta-arrestin GPR151 cells, luminescence; in the data active = activation above about 4.9%;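 note: 0% = median of compound wells and 100% = cells with positive control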
Target sequence (Q8TDV0 whole entry, looked up): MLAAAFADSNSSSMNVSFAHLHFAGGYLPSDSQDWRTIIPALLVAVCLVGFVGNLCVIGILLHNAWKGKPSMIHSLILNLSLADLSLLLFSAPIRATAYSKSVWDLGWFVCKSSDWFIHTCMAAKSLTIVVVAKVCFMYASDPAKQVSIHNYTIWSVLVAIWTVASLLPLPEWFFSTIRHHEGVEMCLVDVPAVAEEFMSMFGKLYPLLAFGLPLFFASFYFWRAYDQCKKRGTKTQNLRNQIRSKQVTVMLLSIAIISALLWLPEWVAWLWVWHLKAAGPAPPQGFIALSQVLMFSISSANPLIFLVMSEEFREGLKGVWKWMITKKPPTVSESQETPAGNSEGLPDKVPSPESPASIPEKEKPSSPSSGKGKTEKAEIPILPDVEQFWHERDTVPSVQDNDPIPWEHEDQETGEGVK
TEAD-YAP inh – TEAD-YAP interaction inhibition. 640,000 compounds, 1.4% hits. HEK-TIYL cells, TEAD-Gal4/YAP UAS-luciferase luminescence. inhibition, % at 9.12 µM; in the data active = inhibition above about 32%;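 note: 0% = median of test compound wells and 100% = reference inhibitor wells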
FBW7 act – human FBW7 E3 ligase activation, primary screen; Q969H0; AlphaScreen FBW7–phospho-cyclin E peptide binding, activator screen; normalized activity (activation), % at 26.1 µM; 650,000 compounds, 0.13% hits; AID 1259310; in the data active = normalized activity above about 1.9%;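 note: purified mutant Fbw7 with reduced substrate affinity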
An asterisk follows results filed as active.

compound | GPR151 ag | TEAD-YAP inh | MITF inh | FBW7 act
CCN(CC)C(=O)C1CCCN(c2ncc(C)c(Nc3ccc(NC(C)=O)cc3)n2)C1 (stereo not given) | -0.7 | 1.0 | 7.0 | -0.1
CC1CCN(Cc2nnnn2CCCC(=O)N2CCc3c(Cl)cccc3C2)CC1 | 0.5 | 9.1 | 12.3 | 0.0
O=[N+]([O-])C(C=NC1CCCCC1)C=NC1CCCCC1 (stereo not given) | -1.4 | -2.8 | 7.6 | 0.1
OCCCNc1cc(-c2ccccc2F)nc(-c2ccncc2)n1 | 2.3 | 4.6 | -1.3 | -0.3
Cc1ccc(NC(=S)N(Cc2ccccc2)Cc2ccccn2)cc1C | 1.3 | 2.5 | 2.9 | -0.4
CCOC(=O)c1c(NC(=O)CSc2ncnc3sc(C)c(C)c23)sc2c1CCC2 | -1.2 | -9.6 | -5.8 | -0.2
CCOC(=O)N1CCC(NC(=O)C(Cc2ccccc2)NC(=O)C2CCCCC2)CC1 (stereo not given) | -1.0 | 1.7 | 12.8 | -0.1
CN1C(=O)N(CC(=O)NCCc2ccccc2)C(=O)C12CCCCC2 | -0.4 | 15.3 | 16.9 | 0.3
CC(=O)c1c(C)[nH]c(C(=O)NCc2ccc(C)cc2)c1C | -1.1 | -4.0 | 2.6 | -0.2
O=C(c1ccc([N+](=O)[O-])cc1[N+](=O)[O-])N1CCN(c2cccc(Cl)c2)CC1 | 1.1 | 5.0 | 14.2 | 0.0
COc1ccc(C(CC(=O)NCc2ccccc2Cl)NS(=O)(=O)c2ccc(F)cc2)cc1 (stereo not given) | 0.5 | 8.7 | 7.9 | 0.1
CCC(C)NC(=O)c1ccc2snnc2c1 (stereo not given) | 0.1 | -5.7 | -32.9 | 0.2
Cn1c(=O)oc2cc(S(=O)(=O)NCCC(=O)NC3CCCCCCC3)ccc21 | 0.3 | 17.3 | 5.4 | -0.1
O=C(N=C1N=C2C=CC(Cl)=CN2Cc2ccccc21)c1ccc(Cl)c([N+](=O)[O-])c1 | 16.8* | -15.8 | -0.7 | 0.0
c1ccc(-n2cnc3c(NCc4cccnc4)nc(N4CCN(c5ccccn5)CC4)nc32)cc1 | -2.5 | 25.8 | 17.9 | 0.2

(next part)
compound | GPR151 ag | TEAD-YAP inh | MITF inh | FBW7 act
COc1cc(/C=C2/NC(=S)NC2=O)cc(OC)c1 | 1.7 | 5.8 | 6.3 | -0.1
COC(=O)c1ccccc1NC(=O)CSc1nnc2c3ccccc3n(C)c2n1 | -0.1 | -2.7 | -10.3 | 0.0
O=C(c1cccc(OC2CCN(C/C=C/c3ccccc3)CC2)c1)N1CCCC1 | 0.4 | 6.3 | 11.1 | -0.1
O=C1N[C@@H](CO)C(=O)N2CCN(C(=O)Oc3ccc(F)cc3)C[C@H]12 | 0.6 | 6.7 | 1.1 | 0.2
Cc1ccc(S(=O)(=O)N(C)c2ccc(C(=O)NC3CCCC3)cc2)cc1 | 0.6 | -5.7 | -8.4 | 0.3
O=C(COc1ccccc1Cl)Nc1ccc(N2CCCC2)cc1 | 0.1 | 0.7 | -1.0 | -0.1
Cc1ccc(NS(=O)(=O)c2ccc3c(c2)OCCN3C)cc1F | -0.5 | 11.5 | 11.2 | 0.0
CCOc1ccccc1-n1nnc(-c2nc(-c3ccccc3F)no2)c1N | -0.9 | -39.2 | 13.7 | 0.3
O=C(Cc1ccsc1)N1CCC2(CC1)CC2C(=O)N1CCN(Cc2ccccc2)CC1 (stereo not given) | -0.2 | 7.7 | -4.6 | 0.0
O=C(Nc1ccc(-c2nc3cc(Cl)ccc3o2)cc1)c1cc(Br)ccc1Cl | -1.6 | -3.2 | 15.0 | 1.3
Cc1ccc(NC(=O)C2CCCN2c2nnc(N3CCCC3=O)s2)cc1C (stereo not given) | 1.9 | 3.3 | -0.6 | -0.1
Cc1cccc(N2CCN(S(=O)(=O)CCCNC(=O)COc3ccccc3F)CC2)c1 | -0.4 | 6.0 | -12.7 | -0.4
CCCCn1cnc2c(cnn2-c2ccc(F)cc2)c1=O | 0.2 | -63.9 | 4.9 | 1.2
CCc1nc2ccccc2c2nn(CC(=O)NCCc3ccc(OC)c(OC)c3)c(=O)n12 | 0.5 | 6.5 | 1.5 | -0.2
Cc1ccc(CNC(=O)C(=O)Nc2ccc(F)cc2)cc1 | -1.1 | -18.7 | 13.3 | -0.1

The listing continues.
compound | GPR151 ag | TEAD-YAP inh | MITF inh | FBW7 act
Cc1ccc(C(=O)Nc2c3c(nn2-c2ccccc2C)CSC3)cc1C | 3.6 | -9.4 | 2.9 | -0.1
CCCCNCC(=O)Nc1ccc(NC(=O)CNCCCC)cc1 | -1.4 | 14.2 | -27.6 | 0.0
O=c1[nH]nc(C(F)(F)F)c(=O)[nH]1 | -0.1 | 5.5 | 3.5 | -0.1
O=[N+]([O-])c1ccccc1S(=O)(=O)Nc1nc(-c2ccccc2)cs1 | 1.1 | 5.6 | 2.9 | -0.1
CCOC(=O)C1CCCN(CC(=O)N(C)c2c(N)n(Cc3ccccc3)c(=O)[nH]c2=O)C1 (stereo not given) | -1.8 | -6.6 | -4.4 | 0.2
C=CCC1(CC=C)CCCN1C(=O)Cn1nnnc1CN(C)C(C)C | 0.9 | 4.0 | 7.8 | 0.2
CC1=C(C(=O)Nc2ccc(C)cn2)C(c2ccc(Br)cc2)C2=C(CC(C)(C)CC2=O)N1 (stereo not given) | -0.4 | 9.5 | 2.3 | 0.2
COC(=O)c1cnc(Nc2ccc3c(c2)OCCO3)c2ccccc12 | -0.1 | -15.5 | -2.9 | 0.2
CCCCc1ccc(NS(=O)(=O)c2cn(C)c(=O)n(C)c2=O)cc1 | 1.7 | 4.4 | 6.5 | 0.1
O=C(OCc1nc2ccccc2s1)c1ccccc1F | 0.7 | -13.4 | -2.3 | -0.1
O=C(c1ccccc1[N+](=O)[O-])N1CCN=C1SCc1ccccc1F | 0.8 | -1.4 | 20.1 | 0.0
O=C(NCCN1CCOCC1)C(=O)Nc1ccc(F)cc1 | 1.9 | -8.4 | -8.3 | 0.3
CCN(CC)Cc1cccc2cccnc12 | 0.0 | 2.8 | 15.2 | 0.2
CC(C)C(=O)NC(c1ccc(N(C)C)cc1)c1c(O)ccc2ccccc12 (stereo not given) | 0.9 | -1.7 | 0.2 | -0.2
COc1ccc(C2N3CCc4ccccc4C3CN2S(=O)(=O)c2ccccc2)cc1 (stereo not given) | 0.2 | -3.7 | 1.0 | -0.1

Other entries.
compound | GPR151 ag | TEAD-YAP inh | MITF inh | FBW7 act
CCCSc1nnc2c(n1)OC(c1ccccc1O)Nc1ccccc1-2 (stereo not given) | 1.4 | -28.3 | 3.5 | -0.1
Cc1csc(SCc2cc(=O)c(OC(=O)c3ccc4ccccc4c3)co2)n1 | -0.5 | -9.8 | 2.5 | -0.1
O=C(Nc1c2c(nn1-c1ccccc1)CSC2)c1ccc(Cl)cc1 | 0.9 | 16.8 | 7.3 | 0.0
CCN(CC)S(=O)(=O)c1ccc(NC(=O)C(C)Oc2ccc(Cl)cc2Cl)cc1 (stereo not given) | 0.8 | -4.0 | 4.3 | 0.0
CN(Cc1ccccc1)C(=O)C(=O)Nc1ccc2nc3n(c(=O)c2c1)CCCCC3 | 0.2 | 4.1 | -2.4 | -0.1
COc1cccc(NC(=O)C(O)(c2ccccc2)c2ccccc2)c1 | 1.7 | -0.8 | 3.6 | 0.2
CCOCCCNC(=O)c1ccc2nc(N3CCC(C)CC3)sc2c1 | -0.1 | -2.4 | -14.9 | -0.1
CCOC(=O)N1CCc2c(sc(NCc3cccc(OC)c3OC)c2C(=O)Nc2ccc(OC)cc2OC)C1 | -0.4 | 36.9* | 30.6 | -0.5
Cc1c(Cl)cccc1NC(=O)CCN1C(=O)C2C3C=CC(C3)C2C1=O (stereo not given) | 0.8 | -10.1 | -3.6 | -0.1
CC(=O)N1CCc2cc(Br)cc(S(=O)(=O)Nc3noc4ccccc34)c21 | 19.0* | -7.2 | -17.4 | 0.3
O=C(CCc1ccccc1)NCC(=O)N/N=C/c1ccccc1 | 0.1 | 4.7 | 11.4 | 0.1
Cc1cc(NCCCn2ccnc2)n2nc(-c3ccc(F)cc3)cc2n1 | 1.1 | 3.1 | -2.6 | -0.1
CCNc1nc(-c2ccc(Cl)cc2)cs1 | 0.5 | -6.1 | 8.0 | 0.1
O=C(c1cc(-c2ccccc2Cl)on1)N1CCCCC1 | -1.7 | 0.6 | 4.3 | 0.1
O=C(O)CSc1c2c(nc3cc(C(=O)N4CCCC4)ccc13)CCCC2 | -0.4 | -1.2 | 10.1 | 0.1

Laid out differently: results already given
Results follow in this order: GPR151 ag	TEAD-YAP inh	MITF inh	FBW7 act
> O=C(CCc1ccccc1)NCC(=O)N/N=C/c1ccccc1
→ 0.1	4.7	11.4	0.1
> CCN(CC)S(=O)(=O)c1ccc(NC(=O)C(C)Oc2ccc(Cl)cc2Cl)cc1 (stereo not given)
→ 0.8	-4.0	4.3	0.0
> O=C(Nc1c2c(nn1-c1ccccc1)CSC2)c1ccc(Cl)cc1
→ 0.9	16.8	7.3	0.0
> CN(Cc1ccccc1)C(=O)C(=O)Nc1ccc2nc3n(c(=O)c2c1)CCCCC3
→ 0.2	4.1	-2.4	-0.1

3 structures already listed, ordered by heavy-atom count, low to high:
compound | GPR151 ag | TEAD-YAP inh | MITF inh | FBW7 act
O=C(c1cc(-c2ccccc2Cl)on1)N1CCCCC1 | -1.7 | 0.6 | 4.3 | 0.1
O=C(CCc1ccccc1)NCC(=O)N/N=C/c1ccccc1 | 0.1 | 4.7 | 11.4 | 0.1
CCOC(=O)N1CCc2c(sc(NCc3cccc(OC)c3OC)c2C(=O)Nc2ccc(OC)cc2OC)C1 | -0.4 | 36.9* | 30.6 | -0.5

Other records
compound | GPR151 ag | TEAD-YAP inh | MITF inh | FBW7 act
COc1ccc(-c2nnc3s/c(=C\c4cccs4)c(=O)n23)cc1OC | 0.0 | -1.2 | -4.4 | 0.1
Cc1ccc2c(CC(=O)OCc3csc(C)n3)coc2c1 | 1.7 | 0.6 | 8.8 | 0.4
CCC1CCCCN1CCCNC(=O)Cn1nc(-c2ccccc2)ccc1=O (stereo not given) | 2.1 | -4.1 | -0.4 | -0.3
Cc1ccc(C2C(=O)N(C3CCCCC3)CC(=O)N2CCC2=CCCCC2)cc1 (stereo not given) | -0.6 | -19.7 | 13.1 | 0.6
CCOC(=O)C1=CN(Cc2ccc(Cl)cc2)C=C(C(=O)OCC)C1c1cc(Br)c(O)c(OC)c1 | 3.2 | 0.8 | -8.1 | -0.1
CCCn1nnc(NC(=O)c2ccc(-c3ccccc3)cc2)n1 | -1.3 | -37.8 | 5.4 | 0.0
COc1cccc(NC(=O)CSC2CC(=O)N(c3ccc(Br)cc3)C2=O)c1 (stereo not given) | 0.4 | 0.7 | 1.9 | -0.1
Cc1cc(C)nc(NS(=O)(=O)c2ccc(NC(=O)c3ccccc3[N+](=O)[O-])cc2)n1 | -0.5 | 4.1 | 12.6 | 0.1
CCOC(=O)c1ccc(CSc2nnc(N)s2)cc1 | -0.1 | -16.9 | -3.1 | 0.1
c1ccc(Nc2nncs2)cc1 | 2.5 | -11.0 | 6.2 | 0.1
CCNc1nc(NCCc2ccc(O)cc2)c2ncn(-c3ccsc3)c2n1 | 0.0 | 16.6 | 9.8 | 0.2
Cc1ccc(-n2nc3c(c2NC(=O)c2ccc(C)c(C)c2)CS(=O)(=O)C3)cc1 | -0.1 | 0.0 | -7.2 | -0.2
COc1ccccc1Nc1ncc(C(=O)NCCC(C)C)c2ccccc12 | 0.0 | -6.8 | 14.3 | 0.1
N#CC1=C(N)N(c2ccc(Br)cn2)C2=C(C(=O)CCC2)C1c1cccs1 (stereo not given) | -0.3 | 3.6 | -4.2 | 0.4
COCCNC(=S)N/N=C/c1c(Cl)cccc1Cl | 0.7 | 4.5 | 3.1 | -0.1

(cont.)
compound | GPR151 ag | TEAD-YAP inh | MITF inh | FBW7 act
O=C(CN1C(=O)c2ccccc2S1(=O)=O)Nc1ccc(F)c(F)c1F | 0.4 | 14.5 | -6.1 | 0.2
CCOC(=O)C1C(=O)CC(C)(O)C(C(=O)OCC)C1c1ccc(OC)c(OC)c1 (stereo not given) | -0.8 | 6.9 | 9.9 | 0.2
CC(C)CC1c2[nH]c3ccccc3c2CCN1C(=O)c1cnccn1 (stereo not given) | 1.2 | -93.1 | 3.7 | 0.0
O=C(NCCCO)C(=O)Nc1cccc2ccccc12 | 0.8 | -1.5 | 6.5 | 0.5
O=C1CC(c2ccco2)Sc2nc3ccccc3n21 (stereo not given) | -0.4 | -32.5 | 16.1 | 0.0
COc1cccc(-c2cnc(N3CCN(C(=O)c4ccco4)CC3)c3nccn23)c1 | -0.4 | -17.6 | 17.7 | 0.1
NC(=O)c1c(/N=c2\oc3ccc(Br)cc3cc2-c2nc3ccccc3[nH]2)sc2c1CCCC2 | -1.2 | -7.0 | -0.8 | -0.1
O=C(NC(c1ccccn1)c1cccs1)C1CCN(C(=O)N2CCOCC2)CC1 (stereo not given) | 0.5 | 11.0 | 21.9 | 0.5
CC1CCC2(CC1)NC(=O)N(CCCn1c(=O)[nH]c3ccccc31)C2=O (stereo not given) | 0.8 | 3.2 | 16.2 | -0.1
CC(C)NC(=O)CSc1nnnn1-c1ccccc1 | 1.2 | 2.7 | 10.1 | 0.0
COc1ccc(-n2nc([N+](=O)[O-])c(=NCCc3cccc(C)c3)n2O)cc1 | -0.4 | 2.4 | -3.1 | -0.3
c1cn(-c2ccc(Nc3ncc4ccc(-c5cn[nH]c5)cc4n3)cc2)cn1 | -1.4 | 95.5* | 23.6 | 0.2
Cc1ccc(OCCOCCNC(C)C)c(Br)c1 | -1.7 | 12.4 | 21.3 | -0.2

Random draw from the library, and some 3.4% of all compounds hit somewhere here.
